HT1080 IDH1KD tx = kills HT-1080 cells with IDH1 knockdown | HT-1080 IDH1 knockdown viability, ATP luminescence, 48 h | Potency, µM (series often up to 46.1 µM), inactives show at the highest dose activity, negative = toxicity, usual class: cytotoxic | hit rate 2% among 360,000 | AID 686971;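 note: 0% = DMSO wells and -100% = cell-free medium wells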
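IDH1KD HT-1080 cells, 750/well, RPMI + 5% FBS; compound pinned after 2 h settling; 48 h, 37 °C; CellTiter-Glo luminescence; % activity normalised to DMSO and no-cell wells; curves fitted, classed by r2 and efficacy.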
GLP1R cytotox = cytotoxicity in counter-screen for GLP-1R inverse agonists; HEK293 cAMP-luciferase reporter cells, luminescence, 24 h; Potency, µM (titrated, usually from 38.3 µM), inactives show at the highest dose activity change, negative = inhibition, actives largely listed as inhibitors; hit rate 0.13% among 410,000; AID 624418;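 note: loss of luciferase light is scored as toxicity; % is set by controls: 0 for no effect and ±100 for the full control effect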
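Cells in DMEM/10% Nu serum/1% pen-strep, 1536-well format. Pre-incubated 12 h, dosed with 23 nL compound, incubated a further 24 h. Luciferase detection, 12 min at room temp, luminescence.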
TDP-43 yeast inh = inhibitors of TDP-43 toxicity in yeast. TDP-43 expressing yeast growth rescue, BacTiter-Glo, 24 h. Potency, µM (series often up to 46.1 µM), for the others: at the highest dose growth rescue (activation), usual class: activators. hit rate 1.8% among 410,000; note: % of control where 0% means no effect; nearly all actives have a fitted effect of over 50% in size
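Cell-based yeast growth screen: TDP-43 expression induced in galactose, inoculum OD600=0.02 after raffinose pregrowth to mid-log. Read-out BacTiter-Glo luminescence at 24 hr, 30 deg C; inhibition of toxicity seen as signal increase.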
SW480 rereplic = induces DNA re-replication in SW480 colon adenocarcinoma cells; AID 624297; hit rate 1.8% among 340,000; Potency, µM (titrated, usually from 46.1 µM), without a hit: at the highest dose re-replication activation, most hits filed as activators; SW480 DNA re-replication, Hoechst DNA content imaging, 48 h; note: % of control where 0% means no effect; nearly all actives have a fitted effect of over 55% in size
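Image-based DNA-content assay: after two days of treatment, nuclei were labelled with the DNA dye Hoechst and imaged, and hits were compounds raising the count of nuclei showing high fluorescence intensity.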
HT1080NT lethal = kills 2HG-producing HT-1080-NT fibrosarcoma cells. HT-1080-NT fibrosarcoma viability, CellTiter-Glo ATP luminescence, 48 h. Potency, µM (series often up to 46.1 µM), inactives show at the highest dose activity, negative = less viability, hits mostly cytotoxic. hit rate 1.6% among 360,000;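 note: NT is the 2HG producing partner of a matched IDH1 knockdown line; 0% = DMSO-treated cells and -100% = media-only wells without cells; nearly all actives have a fitted effect of over 55% in size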
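Viability by CellTiter-Glo luminescence after 48 h compound exposure at 37C of HT-1080-NT cells (750/well, RPMI, 5% FBS). % activity scaled between DMSO wells and medium-only wells, then curve-fitted and categorized by curve class.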
GLP1R ag = GLP-1 receptor (human) agonism; P43220; HEK293 GLP-1R CRE-luciferase, luminescence, 4-6 h; cells express a hypersensitive GLP-1R form; Potency, µM (top dose mostly 45.6 µM), inactives show at the top dose activation, hits mostly activators; hit rate 0.007% among 380,000; AID 624172; note: % of control where 0% means no effect
Target sequence (P43220 whole entry, looked up): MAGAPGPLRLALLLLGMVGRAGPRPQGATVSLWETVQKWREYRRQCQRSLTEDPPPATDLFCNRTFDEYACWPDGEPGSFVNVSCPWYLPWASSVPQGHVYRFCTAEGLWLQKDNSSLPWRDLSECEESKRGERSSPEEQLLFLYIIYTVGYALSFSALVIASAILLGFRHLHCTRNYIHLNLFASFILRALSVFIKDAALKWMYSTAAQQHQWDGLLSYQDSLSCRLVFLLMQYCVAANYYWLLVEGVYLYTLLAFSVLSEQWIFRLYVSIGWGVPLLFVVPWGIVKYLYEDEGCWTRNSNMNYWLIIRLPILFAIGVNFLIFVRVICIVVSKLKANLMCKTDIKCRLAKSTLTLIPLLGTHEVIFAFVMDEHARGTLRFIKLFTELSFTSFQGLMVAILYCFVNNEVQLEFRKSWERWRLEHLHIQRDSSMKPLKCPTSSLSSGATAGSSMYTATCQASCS
KB-V1 cytotox = KB-V1 MDR subline cytotoxicity | KB-V1 MDR cells viability, CellTiter-Glo, 72 h | Potency, µM (highest dose often 46.1 µM), inactives show at the highest dose activity change, negative = cytotoxicity, usual class: cytotoxic | hit rate 3.4% among 400,000 | AID 1347076; note: % is set by controls: 0 for no effect and ±100 for the full control effect; nearly all actives have a fitted effect of over 60% in size
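qHTS viability screen in drug-selected KB-V1 MDR cells: 72 h compound treatment at 37 degrees C, ATP luminescence end point.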
GLP1R inv ag = acts as inverse agonist at human GLP-1 receptor; P43220; HEK293 GLP-1R CRE-luciferase, luminescence, 24 h; GLP-1R form is constitutively active; Potency, µM (titrated, usually from 38.3 µM), inactives show top-dose activity change, negative = inhibition, usual class: inhibitors; hit rate 1.6% among 410,000; AID 624417; note: % is set by controls: 0 for no effect and ±100 for the full control effect; nearly all actives have a fitted effect of over 55% in size
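qHTS in 1536-well format: reporter HEK293 cells expressing constitutive GLP-1R activity in DMEM + 10% Nu serum, 24 hr with compounds at 37 deg C, luminescence read after 12 min with detection reagent.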
KB-3-1 cytotox = kills parental KB-3-1 adenocarcinoma cells | KB-3-1 viability, CellTiter-Glo ATP luminescence, 72 h | Potency, µM (series often up to 46.1 µM), inactives show top-dose activity change, negative = cytotoxic, most hits filed as cytotoxic | hit rate 1.4% among 400,000; note: % is set by controls: 0 for no effect and ±100 for the full control effect; nearly all actives have a fitted effect of over 60% in size
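72 h, 37 °C compound treatment of KB-3-1 parental cells; CellTiter-Glo added, 10 min, luminescence read. Data corrected against DMSO-only plates and normalized before curve fitting.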
Starred values were filed as active, the others as inactive; ? = inconclusive; . = not tested or not shown; & = joins results of further samples; ! = a repeat was not active; [ ] = remark or other dose. Calls come from the whole dose curve; as a rule, active = well fitted curve in the direction sought with a large enough effect; inconclusive = small, poorly fitted or top-dose-only effect, or another doubt; inactive = no such curve, though single readings can be large; an effect the other way counts as inactive or inconclusive. Potency is the fitted concentration of half-maximal effect. An unsorted share of the library; overall some 9.4% were active at least once.

SMILES	HT1080 IDH1KD tx	GLP1R cytotox	TDP-43 yeast inh	SW480 rereplic	HT1080NT lethal	GLP1R ag	KB-V1 cytotox	GLP1R inv ag	KB-3-1 cytotox
COC(CNC(=O)c1cn(C)c2ccc(S(=O)(=O)N(C)C3CCCCC3)cc2c1=O)OC	-29%	-3%	-18%	-30%	?	14%	11%	14%	-1%
COc1cc(CN2CCCC(N3CCN(c4ccccc4C)CC3)C2)ccc1O (stereo not drawn)	?	-13%	-21%	-24%	-26%	4%	?	?	-10%
CC(=O)Nc1ccc(-c2nnn(CC(=O)c3ccccc3)n2)cc1Cl	5%	6%	-13%	0%	11%	-2%	-17%	14%	8%
COc1ccc(CNC(=O)C2CC(=O)N(C3CCCCC3)C2)cc1 (stereo not drawn)	5%	-3%	-1%	-2%	9%	1%	13%	2%	5%
COc1cc(CCC(=O)OCC(=O)Nc2c(F)cccc2F)cc(OC)c1OC	7%	11%	-22%	0%	-2%	9%	-6%	3%	?
COC(=O)C1=C(N)OC2=C(C(=O)CC(C)(C)C2)C1c1ccccc1OCC#N (stereo not drawn)	8%	9%	-1%	-3%	-3%	1%	-1%	6%	-9%
CCCCN(C1CCS(=O)(=O)C1)S(=O)(=O)c1cc(C)ccc1C (stereo not drawn)	5%	-1%	0%	-1%	5%	0%	?	-7%	1%
CCOc1ccccc1NC(=O)N1C2CCCC1CC(NC(=O)C1CC1)C2 (stereo not drawn)	-14%	3%	11%	0%	0%	0%	3%	-6%	-2%
C#Cc1ccc([C@@H]2C=C(C(=O)N3CCOCC3)O[C@H](OCc3ccc(CO)cc3)C2)cc1	16%	8%	11%	-7%	16%	3%	-2%	27%	-1%
CC(=O)c1ccc(-c2c(CCO)sc3ccccc23)cc1	-28%	-5%	13µM*	.	-21%	3%	?	-25%	-16%
CCc1ccc(Nc2n[n+](-c3ccccc3)c(-c3ccc(OCc4ccccc4)cc3)s2)cc1	?	-13%	-6%	3%	-9%	-4%	-4%	?	?
CC(C)=CCc1c(-c2ccc(O)cc2O)oc2c3c(cc(O)c2c1=O)OC(C)(C)C=C3	-28%	?	-47%[inhibitor]	16%	?	-1%	?	?	?
COc1ccc(CCN(C)C(=O)COC(=O)/C=C/c2ccc(C)o2)cc1OC	-3%	3%	7%	13%	-5%	13%	-4%	16%	3%
O=CN(CCN(C=O)CN1CCCCC1)CN1CCCCC1	0%	65%[activator]	-9%	-12%	-2%	2%	-3%	10%	12%
Cc1ccc(-n2ncc3c(=O)[nH]c(SCC(=O)N4CCOCC4)nc32)cc1	10%	9%	-8%	-5%	6%	-9%	-4%	0%	4%
Cc1ccc(CNC(=O)Nc2ccccc2)cc1	6%	-7%	16%	3%	15%	5%	4%	-26%	5%
CCOC(=O)c1ccc(NC(=O)c2cnc(N3CCCC3)nc2C)cc1	.	2%	?	.	.	.	-15%	-1%	-6%
Cc1cc(C(C)(C)C)cc(C)c1C(=O)O	1%	3%	?	-5%	14%	-1%	15%	10%	2%
CCNC(=O)CN(C1CCCCC1)S(C)(=O)=O	11%	8%	-2%	16%	23%	3%	9%	19%	-9%
CC1(C)OC(=O)C2=C(C[C@@H](C3CC3)O[C@H]2c2ccc(Cl)cc2)O1	7%	3%	28%	.	15%	5%	?	-24%	-4%
CCc1ccc2nc(N3CCC(C(=O)O)CC3)sc2c1	.	1%	?	.	.	-7%	-2%	-65%	-10%
COc1ccc(NC(=O)Cn2nc(C(=O)O)c3ccccc3c2=O)cc1Cl	7%	3%	24%	-2%	9%	7%	4%	13%	-3%
Cc1ccc(C2(c3ccc(C)cc3)CC2C(=O)NC(C)C)cc1 (stereo not drawn)	-29%	-9%	-12%	0%	?	9%	?	?	?
CCOc1ccc(S(=O)(=O)n2nc(C)cc2C)cc1	16%	8%	9%	11%	9%	-1%	14%	-1%	22%
COc1cccc(S(=O)(=O)N2CCN(Cc3ccc4c(c3)OCO4)CC2)c1	6%	-8%&44%	22%&17%	0%	0%	-4%	-2%&6%	-14%&0%	4%&6%
Next part:
SMILES	HT1080 IDH1KD tx	GLP1R cytotox	TDP-43 yeast inh	SW480 rereplic	HT1080NT lethal	GLP1R ag	KB-V1 cytotox	GLP1R inv ag	KB-3-1 cytotox
CC[N+](C)(CC)CC(=O)OCC1C(C)C=C(C)CC1C (stereo not drawn)	5%	2%	-20%[1.82 µM]	-7%	11%	11%	21%	-5%	1%
CN(CC(=O)Nc1ccc(F)c(F)c1F)C(=O)C1CSC2(C)CCC(=O)N12 (stereo not drawn)	6%	-6%	13%	-17%	-1%	-5%	0%	7%	27%
O=C(O)CSc1nnc(Cn2cnc3ccccc32)n1CCc1ccccc1	13%	-1%	-10%	-2%	15%	2%	-5%	8%	14%
CC(=O)N1CCCc2cc(S(=O)(=O)NCc3ccc(OC(C)C)cc3)ccc21	.	-5%	10%	.	.	.	-22%	-20%	-18%
CSc1ncccc1C(=O)OCc1ccc(Br)cc1	16%	22%	?	-12%	14%	?	-13%	37%[activator]	-9%
CC1Cc2cc(S(=O)(=O)N3CCC(C(=O)N(C)Cc4ccco4)CC3)ccc2N1C(=O)C1CCC1 (stereo not drawn)	-11%	0%	6%	8%	-21%	16%	2%	14%	?
COC(=O)C1CN(S(=O)(=O)c2ccc(C)cc2)CCN1S(=O)(=O)c1ccc(C)cc1 (stereo not drawn)	-6%	-5%	-3%	2%	-6%	-8%	-20%	15%	-5%
Cc1[nH]cnc1C(=O)N/N=C/c1c(Cl)cccc1Cl	?	-1%	0%	0%	?	8%	21µM*	-20%	16µM*
COCC1CCN(C(=O)c2cc(COc3ccc(-n4cncn4)cc3)on2)C1 (stereo not drawn)	6%	6%	23%	-11%	-1%	-5%	?	9%	9%
Cc1nccn1-c1ccc(C(F)(F)F)cc1[N+](=O)[O-]	14%	-4%	-28%	-3%	-5%	0%	9%	1%	?
O=C(Cc1n[nH]c(=O)c2ccccc12)OCC(=O)N(Cc1ccccc1)Cc1ccccc1	-12%	-8%	18%	-8%	0%	21%	?	?	0%
Cc1ccc(-c2nn(C)c(=O)c3ccccc23)cc1CNS(C)(=O)=O	0%	8%	-5%	2%	2%	8%	-5%	70%[activator]	-9%
N#CCCCC1(CCCC#N)OCCO1	13%	-4%	-1%	-6%	12%	-8%	22%	4%	3%
COC(=O)c1ccc2c(c1)N(Cc1ccc(F)cc1)C(=O)c1ccccc1S2	.	4%	20%	.	.	0%	8%	?	3%
CCN(CC(=O)Nc1ccccc1C(F)(F)F)C(=O)CN1C(=O)NC(C)(c2ccc3ccccc3c2)C1=O (stereo not drawn)	-1%	-6%	11%	-5%	-9%	-1%	?	?	-2%
NC(=O)NC(=O)C[n+]1cccc(/C=N/O)c1	7%	19%	-14%	14%	3%	0%	-1%	13%	1%
COc1ccc(CN(CC(=O)NC2CCCC2)C(=O)c2csnn2)cc1	-5%	2%	-18%	-60%[inhibitor]	-1%	3%	-3%	-6%	-5%
CCOC(=O)Cc1cc(=O)n2[nH]c(C)c(-c3ccccc3OC)c2n1	-4%	3%	5%	-28%	-2%	-2%	-8%	7%	11%
COc1ccc(N2CCN(C(=O)C3CC(=O)N(c4ccc(C)cc4)C3)CC2)cc1 (stereo not drawn)	6%	-10%	-9%	-6%	11%	11%	4%	2%	4%
CC(C)C[C@H](CO)N(Cc1ccccc1)S(=O)(=O)N(Cc1ccccc1)[C@@H](CO)CC(C)C	?	?	?	18%	?	-1%	21µM*!	5.6µM*	?
O=C(Nc1ccccc1)C1=C(N2CCOCC2)/C(=C/c2cccnc2)CC1	0%	173%[activator]	4%	9%	5%	3%	-1%	-1%	-5%
C=CCn1c2ccccc2c2nnc(SCC(=O)O)nc21	6%	3%	8%	0%	-3%	-2%	4%	17%	13%
C=C(C)c1cccc(C(C)(C)NC(=O)NC2CCN(Cc3ccccc3)CC2)c1	0%	-19%	-1%	-13%	-3%	-1%	-3%	?	-10%
CC(=O)N1CN(Cc2ccccn2)Cc2c1sc1c2CCCC1	2%	-1%	-10%	-8%	-5%	-3%	-2%	17%	5%
CN(CCc1cn[nH]c1)C(=O)CC1C(=O)NCCN1Cc1ccccc1C(F)(F)F (stereo not drawn)	0%	-9%	7%	3%	1%	0%	15%	9%	-3%
COc1cccc(CN(C(=O)c2ccccc2Br)C2CCS(=O)(=O)C2)c1 (stereo not drawn)	-14%	1%	-10%	-34%	-1%	4%	-11%	11%	-1%
COc1nc(NCc2cccnc2)nc(NC2CCCCC2)n1	-2%	-2%	5%	-3%	3%	25%	-10%	43%[activator]	1%
COC(=O)C1C(=O)/C(=C(/C)N2CCCC2)C(=O)CC1(C)C (stereo not drawn)	1%	7%	-4%	-2%	4%	-10%	0%	0%	-6%
CCN(CC)S(=O)(=O)c1ccc(/C=C/C(=O)Nc2cccc(F)c2)cc1	-18%	-5%	26%	-4%	-10%	-4%	0%	6%	-28%
Cc1cc(O)c2c(-c3ccccc3)cc(=O)oc2c1	?	-31%	?	-2%	-22%	7%	-28%	10%	-7%

Given bar-delimited: 4 of the compounds above
SMILES | HT1080 IDH1KD tx | GLP1R cytotox | TDP-43 yeast inh | SW480 rereplic | HT1080NT lethal | GLP1R ag | KB-V1 cytotox | GLP1R inv ag | KB-3-1 cytotox
O=C(Cc1n[nH]c(=O)c2ccccc12)OCC(=O)N(Cc1ccccc1)Cc1ccccc1 | -12% | -8% | 18% | -8% | 0% | 21% | ? | ? | 0%
Cc1ccc(-c2nn(C)c(=O)c3ccccc23)cc1CNS(C)(=O)=O | 0% | 8% | -5% | 2% | 2% | 8% | -5% | 70%[activator] | -9%
N#CCCCC1(CCCC#N)OCCO1 | 13% | -4% | -1% | -6% | 12% | -8% | 22% | 4% | 3%
COC(=O)c1ccc2c(c1)N(Cc1ccc(F)cc1)C(=O)c1ccccc1S2 | . | 4% | 20% | . | . | 0% | 8% | ? | 3%

Screens (PubChem BioAssay)
